RGS4 inh: Inhibitors of Regulator of G Protein Signaling (RGS) 4: qHTS; Transcreener GDP fluorescence polarization, RGS4-accelerated GTP hydrolysis; hit rate 0.039% among 390,000; Potency, µM (doses to about 114 µM), for inactives: top-dose activity change, negative = inhibition, actives largely listed as inhibitors; Regulator of G-protein signaling 4 (Homo sapiens), P49798; also: potency is read from the fitted curve at half-maximal effect; % is scaled to controls: 0 for no effect and ±100 for the full control effect; nearly all actives have a fitted effect of over 75% in size; some results filed as inactive show a strong effect at the top dose
Target sequence (P49798 whole entry, looked up): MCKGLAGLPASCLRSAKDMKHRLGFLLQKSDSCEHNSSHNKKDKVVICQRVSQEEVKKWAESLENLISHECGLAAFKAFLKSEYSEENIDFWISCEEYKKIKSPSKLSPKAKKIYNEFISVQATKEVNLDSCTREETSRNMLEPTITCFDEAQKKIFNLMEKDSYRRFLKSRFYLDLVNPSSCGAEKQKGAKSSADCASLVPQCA
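MLSMR compounds (23 nl, pin-transferred) preincubated 10 min at room temperature with a 500nM (2x) first reagent, then RGS4 at 900nM (2x) plus Transcreener GDP mix added; fluorescence polarization (620/688 nm) read before and after 90 min at 30 °C.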
D2 antag: HTS Assay for Allosteric Antagonists of the Human D2 Dopamine Receptor: Primary Screen for Antagonists; D(2) dopamine receptor (Homo sapiens), P14416; HEK293 TREx D2 cells, calcium flux, dopamine EC80; inhibition, % at 10 µM; hit rate 2% among 340,000; in the data active = inhibition above about 30%; also: 0% is about no effect
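Calcium mobilization kinetics were recorded at 1 s intervals in tetracycline-induced HEK293 T-REx D2 cells, first for 180 s after compound addition and then 180 s after EC80 dopamine.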
LDHA block: qHTS assay for inhibitors of human lactate dehydrogenase; L-lactate dehydrogenase A chain (Homo sapiens), P00338; activity change, % (values are at about 110 or 230 µM); AID 1347041, 2019; hit rate 0.15% among 480,000; purified LDHA, NADH/diaphorase-resazurin fluorescence; hits give low values; in the data active = activity change below about -30%; inconclusive = mostly about -25% to -30%;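 also: plate controls were DMSO wells for no effect and wells without enzyme for full effect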
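Remaining NADH was detected by diaphorase (0.133 mg/mL) converting 37 µM resazurin to fluorescent resorufin, read at 0 and 20 minutes. The preceding 5-minute room-temperature reaction used 2 nM LDHA, 0.2 mM sodium pyruvate and 0.06 mM NADH at pH 7.4.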
D2 ag: HTS Assay for Allosteric Agonists of the Human D2 Dopamine Receptor: Primary Screen for Agonists; AID 485358, 2010; activation, % at 2 µM; hit rate 0.53% among 340,000; HEK293 T-REx D2 cells, calcium flux agonist mode;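 active = activation over 3 SD above normal in the single-dose calcium agonist read, cut at about 30% in these data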; also: 0% is about no effect
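Tetracycline-induced HEK293 Trex cells with D2 receptor force-coupled to calcium signaling, plated overnight at 30 C and loaded with no-wash calcium dye. Calcium flux read kinetically for 180 s after compound addition; responses flag agonists.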
Vif-APOBEC3G blk: qHTS for Inhibitors of Vif-A3G Interactions: qHTS. DNA dC->dU-editing enzyme APOBEC-3G (Homo sapiens), Q9HC16. AID 602310, 2012. hit rate 0.076% among 410,000. HeLa A3G-eYFP + Vif (tagged APOBEC3G with the HIV-1 protein that degrades it), YFP fluorescence, overnight. Potency, µM (series often up to 46.1 µM), for the others: top-dose activity, negative = active, actives largely listed as inhibitors;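 also: potency is read from the fitted curve at half-maximal effect; % is scaled to controls: 0 for no effect and ±100 for the full control effect; nearly all actives have a fitted effect of over 60% in size; hits raise eYFP signal because A3G escapes Vif-driven loss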
Target sequence (Q9HC16 whole entry, looked up): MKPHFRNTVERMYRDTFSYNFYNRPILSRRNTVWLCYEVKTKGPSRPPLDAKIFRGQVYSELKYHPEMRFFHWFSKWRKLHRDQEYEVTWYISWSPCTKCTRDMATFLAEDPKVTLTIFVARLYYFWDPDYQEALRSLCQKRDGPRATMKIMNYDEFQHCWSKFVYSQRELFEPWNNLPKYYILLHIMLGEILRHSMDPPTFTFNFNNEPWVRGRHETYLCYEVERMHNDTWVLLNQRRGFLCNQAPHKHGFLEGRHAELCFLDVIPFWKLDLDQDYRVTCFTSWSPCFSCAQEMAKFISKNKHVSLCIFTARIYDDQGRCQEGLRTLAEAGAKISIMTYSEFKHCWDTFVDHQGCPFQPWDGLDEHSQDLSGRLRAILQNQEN
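Read-out is eYFP fluorescence (Ex 488/Em 500-530) from Vif-expressing HeLa A3G-eYFP cells; more signal means A3G escaped Vif-mediated degradation. Cells plated overnight, compound pinned in, incubated overnight at 37 deg C.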
ERG Ets-DNA blk: qHTS for Small Molecule Inhibitors of the ERG Ets/DNA interaction; Transcriptional regulator ERG (Homo sapiens), P11308; fluorescence polarization, His-ERG Ets domain / labelled DNA; Potency, µM (doses to about 76.9 µM), for inactives: at the top dose FP activity, negative = inhibition, actives largely listed as inhibitors; hit rate 0.028% among 370,000; active = well fitted inhibition curve with a large enough effect in the polarisation, with a control signal flat; inconclusive = small, poorly fitted or top-dose-only effect, or effect the other way, or a change in a side signal; inactive = no such curve, though single readings can be large or run the other way; the % refers to the polarisation;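 also: polarization taken with two DNA probes labelled with fluorescein and Texas red; potency is read from the fitted curve at half-maximal effect; % of control where 0% means no effect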
Target sequence (P11308 whole entry, looked up, the tested form may be a part): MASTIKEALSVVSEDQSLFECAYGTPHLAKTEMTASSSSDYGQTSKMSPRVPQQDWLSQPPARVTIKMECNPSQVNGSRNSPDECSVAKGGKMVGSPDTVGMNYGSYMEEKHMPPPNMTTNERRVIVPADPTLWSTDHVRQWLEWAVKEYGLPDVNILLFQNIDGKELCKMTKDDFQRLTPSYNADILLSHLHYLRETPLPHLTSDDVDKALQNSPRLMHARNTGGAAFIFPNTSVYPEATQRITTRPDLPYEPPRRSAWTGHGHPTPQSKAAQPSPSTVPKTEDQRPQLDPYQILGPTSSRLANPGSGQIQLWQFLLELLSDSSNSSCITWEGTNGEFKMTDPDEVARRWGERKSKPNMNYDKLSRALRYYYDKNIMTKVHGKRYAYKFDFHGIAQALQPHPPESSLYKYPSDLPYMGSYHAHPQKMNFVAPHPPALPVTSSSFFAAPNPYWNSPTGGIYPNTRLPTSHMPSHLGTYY
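His-tagged ERG Ets domain (1 uM in the protein solution; 300mM KCl, 50mM Tris-HCl, 1mM EDTA, 1mM DTT, pH 7.5) received compound, then a probe mix of 5 nM fluorescein-DNA and 100nM Texas-615-DNA. Fluorescence polarization was read for both dyes.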
Vif-A3F inh: qHTS for Inhibitors of Vif-A3F Interactions: qHTS | hit rate 0.2% among 390,000 | HeLa A3F-eYFP + Vif (tagged APOBEC3F with the HIV-1 protein that degrades it), YFP fluorescence increase | Potency, µM (highest dose often 46.1 µM), inactives show at the top dose activity, negative = active; also: potency is read from the fitted curve at half-maximal effect; % of control where 0% means no effect; nearly all actives have a fitted effect of over 65% in size
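Fluorescence increase (Ex 488/Em 500-530) after overnight compound treatment at 37 deg C flags inhibition of Vif-driven A3F-eYFP loss in stable HeLa A3F-eYFP/Vif cells seeded overnight beforehand.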
Glioma ERSR ind: qHTS for Inducers of the Endoplasmic Reticulum Stress Response (ERSR) in Human Glioma: qHTS. Potency, µM, for inactives: at the top dose activation, actives largely listed as activators. AID 602332, 2012. hit rate 0.02% among 420,000. U87-MG GRP78 promoter luciferase reporter, 16 h; also: potency is read from the fitted curve at half-maximal effect; series mostly up to about 76 µM; % of control where 0% means no effect; nearly all actives have a fitted effect of over 35% in size
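Stably transfected U87-MG glioma cells carrying a GRP78-based luciferase sensor; 16 h compound incubation. Luminescence end-point read 10 min after Bright-Glo addition at room temperature.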
ALOX12 inh: Primary qHTS assay for inhibitors of human arachidonate 12S-lipoxygenase (ALOX12): Round 2. Potency, µM (highest dose often 108 µM), for the others: top-dose activity change, negative = inhibition, usual class: inhibitors. Polyunsaturated fatty acid lipoxygenase ALOX12 (Homo sapiens), P18054. purified 12hLO, xylenol orange hydroperoxide absorbance. hit rate 1.1% among 580,000; also: potency is read from the fitted curve at half-maximal effect; % is scaled to controls: 0 for no effect and ±100 for the full control effect
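Purified human 12hLO (150 nM final) in 25 mM Hepes, 0.01% Triton X-100, pH 7.0 was preincubated 15 min at room temperature with compound. Then 40 uM arachidonic acid was added, 30 min. Hydroperoxide was read by Fe-XO absorbance ratio 573/405 nm.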
Numbers without * were called inactive; ? = inconclusive; nt = no result given; & = joins results of further samples; [ ] = another dose, or the depositor's remark. Unless noted, calls follow the shape of the dose curve; as a rule, active = well fitted curve in the direction sought with a large enough effect; inconclusive = small, poorly fitted or top-dose-only effect, or another doubt; inactive = no such curve, though single readings can be large; an effect the other way counts as inactive or inconclusive. A portion of the library (hit frequency here may not be typical).

SMILES	RGS4 inh	D2 antag	LDHA block	D2 ag	Vif-APOBEC3G blk	ERG Ets-DNA blk	Vif-A3F inh	Glioma ERSR ind	ALOX12 inh
Nc1nc2c(ncn2[C@@H]2O[C@H](CNCc3ccc(OCCCN4CCOCC4)cc3)[C@@H](O)[C@H]2O)c(=O)[nH]1	nt	nt	-5	nt	?	nt	nt	-1%	0%
CC(C)N(C(=O)NC(=O)Nc1ccccn1)S(C)(=O)=O	11%	nt	-8	nt	0%	8%	-1%	12%	-1%
CC(C)Cn1cc(NC(=O)NCc2cccc(Cl)c2)c2ccccc2c1=O	7%	nt	9	-0.8	-11%	4%	-7%	-3%	?
NS(=O)(=O)c1ccc(CCNC(=O)CCNC(=O)c2ccco2)cc1	7%	-1	4	0.5	0%	13%	-18%	-1%	?
Cc1ccc(C(=O)Nc2nnc(S(=O)(=O)N(C)Cc3ccco3)s2)cc1	-54%	nt	5	1.1	4%	0%	-3%	0%	-24%
COC(=O)c1ccc(N2CCOCC2)c(NC(=O)Nc2cccc(OC)c2)c1	-37%	9	-3	0.5	-1%	2%	-10%	-4%	11%[57.4 µM]
O=S(=O)(/N=C/c1ccccc1O)c1cccs1	6%	2	-1	1.3	1%	nt	1%	-4%	-6%
CN(CC(=O)NCc1ccco1)CC(=O)Nc1cc(S(C)(=O)=O)ccc1Cl	-13%	-12	-5	-0.1	2%	-7%	1%	-1%	32%[activator]
CCc1cc2c(cc3c(=O)n(CC(=O)N4CCCCC4)ncn32)s1	-6%	nt	3	-0.6	0%	5%	-1%	-3%	-6%
O=C1C=CN2CCOCC2C1 (configuration not stated)	6%	nt	-3	nt	5%	-8%	-2%	-3%	3%
CCN(CC)c1ccc(CNCCCSc2nnnn2C)cc1	5%	nt	4	-0.1	1%	4%	2%	-2%	-12%
COc1cc(C(=O)N2CCN(c3cc(Cl)ccc3Cl)CC2)cc(OC)c1OC	-3%	-1	-10	-0.2	?	-11%	-23%	-3%	9%
COc1ccc(CC(=O)NC2CCSc3ccccc32)c(OC)c1 (configuration not stated)	-24%	-4	-2	-0.6	0%	0%	-17%	-3%	-21%
COc1ccc(Nc2nc(C(C)(C)C)nc3c2nnn3Cc2ccccc2Cl)cc1OC	26%	nt	0	nt	5%	8%	-5%	0%	-13%
O=C(O)CC12C[C@H]3C[C@@H](C1)CC(n1ncc(N4CCN(c5ccccc5)CC4)c(Cl)c1=O)(C3)C2	-28%	16	2	1.5	0%	13%	-7%	-6%	-2%
Cc1cc(C)n(-c2nc3cc(Cl)ccc3nc2N2CCN(c3ccccc3F)CC2)n1	-1%	nt	1	0.4	-1%	-2%	-1%	-2%	-16%
CC(C)(C)c1cnnn1-c1ccc(NC(=O)c2ccc(Br)o2)cc1	15%	-15	-1	-1.0	1%	3%	-5%	-1%	14%
Cc1cccc([N+](=O)[O-])c1NC(=O)COC(=O)c1nc2nccc(C)n2n1	1%	52*	-1	-1.0	0%	-3%	0%	-3%	-8%
COc1cc(C2Nc3ccccc3-c3cc(C)nn32)ccc1O (configuration not stated)	-10%	nt	7	-0.3	2%	7%	4%	-3%	-11%
O=C(/C=C/c1ccccc1[N+](=O)[O-])NCC1CCCO1 (configuration not stated)	-30%	-5	-1	-1.3	2%	-3%	3%	3%	-7%
Cc1ccccc1-c1nnc(CN2CCN(c3cccc(C)c3C)CC2)o1	17%	nt	-1	nt	5%	-1%	-8%	-3%	3%
CCCCCCn1c(/C=C/c2ccccc2)nc2ccccc21	-10%	nt	3	2.2	-12%	-2%	nt	5%	2%
COc1ccccc1-c1cnc(C(O)c2ccc(CN3CCCCC3)cc2)[nH]1 (configuration not stated)	nt	nt	-4	nt	1%	nt	nt	-4%	7%
c1ccc(-c2nnc(CN3CCN(C(c4ccccc4)c4ccccc4)CC3)o2)cc1	-1%	-2	2	-0.5	7%	0%	-5%	1%	20%
CCCCN(CCCC)CC(O)Cn1c2ccccc2c(=O)c2ccccc21 (configuration not stated)	8%	1	-3	-2.4	4%	2%	6%	-5%	7%
COCc1c(C(=O)NCC2COc3ccccc3O2)oc2ccccc12 (configuration not stated)	-6%	-8	-1	-1.4	0%	1%	1%	-1%	47%[activator]
CCCCNC(=S)NNC(=O)c1csc(C)c1CC	-46%	21	1	-0.1	0%	8%	-3%	-3%	-12%
COc1cc(C(=O)NCCOc2ccc(C)c(C)c2)cc(OC)c1OC	4%	3	-1	0.9	-8%	0%	-9%	5%	-17%
COc1cc(OC)c(N(C)S(=O)(=O)c2cccc(C(=O)Nc3nnc(C4CC4)s3)c2)cc1Cl	-2%	-10	-7	0.0	0%	2%	5%	-3%	7%
O=C(c1ccc(S(=O)(=O)N2CCCC2)cc1)N1CCN(c2ccccc2F)CC1	-10%	-11	-6	-1.9	0%	-4%	-12%	-5%	0%
NC(=S)NN=C1Cc2cccc3cccc1c23	-38%	nt	-1	nt	-3%	-9%	?	3%	?
O=C(Nc1cccn2ncnc12)c1cccc(C(F)(F)F)c1	-6%	7	-7	0.8	1%	0%	0%	5%	9%
OC(c1ccccc1)c1ncc(-c2ccc(Oc3ccccc3)cc2)[nH]1 (configuration not stated)	nt	nt	-9	nt	-7%	nt	nt	0%	-12%
Nc1nc(SCC(=O)NCc2ccccc2)n[nH]1	-42%	19	-5	0.0	-1%	-12%	9%	-1%	420%[activator]
CC1(C)C2CC[C@]3(C)C(CC=C4[C@@H]5C[C@@](C)(CO)CC[C@]5(C(=O)O)CC[C@]43C)[C@@]2(C)CC[C@@H]1O (some centres not stated)	-12%	nt	5	nt	2%	7%	-1%	-1%	16%
COc1ccc(-c2c3c(=O)n(C)c(=O)n(C)c3cn2Cc2ccccn2)cc1	-3%	22	8	0.2	1%	-1%	1%	12%	19%
Cc1cccc(-c2nnc(-c3ccc4ccccc4c3)o2)c1	16%	nt	2	nt	5%	5%	2%	-4%	-3%
CC(C)C(=O)Nc1ccc(Nc2ccccc2)cc1	9%	nt	6	nt	-3%	0%	nt	3%	-25%
Cc1ccc(NC(=O)C2CCN(S(=O)(=O)c3ccc4c(c3)C(C)(C)C(=O)N4C)CC2)c(C)c1	-2%	15	-3	-0.4	1%	-8%	-15%	-1%	?
COc1ccc(C(=O)CN2C(=O)COc3ccccc32)cc1	12%	17	-1	-0.7	9%	-15%	0%	-1%	?
Cc1ccc(NS(=O)(=O)Cc2ccccc2)nc1	-30%	-17	1	0.9	-6%	2%[15.4 µM]	7%	8%	?
CCOc1ccccc1C(=O)OCC(=O)NCCc1ccc(OC)cc1	8%	28	-8&1	-0.4	1%	-2%	0%	-4%	335%&-5%[activator]
Cc1cc(Cl)ccc1OCC(=O)N1CCCN(C(=O)COc2ccc(Cl)cc2C)CC1	-6%	-2	-1	5.1	-13%	nt	-2%	-6%	?
CCc1ccc2occ(CC(=O)Nc3nnc(SC)s3)c2c1	-13%	nt	-3	-0.4	4%	-5%	0%	3%	-4%
Cc1ccc(C(=O)CC(SCC(=O)O)c2ccc([N+](=O)[O-])cc2)cc1 (configuration not stated)	-37%	9	1	-16	-20%	13%	1%	10%	?
C=CCn1c(SCC(=O)NCc2ccc3c(c2)OCO3)nnc1C1COc2ccccc2O1 (configuration not stated)	0%	4	-3	0.2	1%	8%	2%	-5%	-7%
CCOC(=O)N1CCN(C(=O)c2cc3ccccc3o2)CC1	-9%	4	-4	-0.7	1%	15%	-9%	-2%	19%
Cn1c(=NC(=O)CS(=O)(=O)c2ccccc2)sc2cc(F)ccc21	nt	nt	0	nt	0%	nt	-17%	-1%	1%
O=c1[nH]c2ccc(Cl)cc2c(O)c1-c1ccccc1	12%	-5	-5	0.5	-1%	-4%	-1%	-4%	163%[activator]
CSc1sc(-c2n[nH]c(=S)n2C)c2c1C=CCC2	-28%	-8	14	-1.5	-2%	3%	?	-5%	25%
O=C(c1cc(-n2cnnc2)ccc1Cl)N1CCN(c2nc(-c3ccccc3)cs2)CC1	-7%	-3	-3	0.4	-8%	-2%	-15%	-7%	0%

Random excerpt: three records from the list
SMILES	RGS4 inh	D2 antag	LDHA block	D2 ag	Vif-APOBEC3G blk	ERG Ets-DNA blk	Vif-A3F inh	Glioma ERSR ind	ALOX12 inh
CSc1sc(-c2n[nH]c(=S)n2C)c2c1C=CCC2	-28%	-8	14	-1.5	-2%	3%	?	-5%	25%
O=c1[nH]c2ccc(Cl)cc2c(O)c1-c1ccccc1	12%	-5	-5	0.5	-1%	-4%	-1%	-4%	163%[activator]
CCOc1ccccc1C(=O)OCC(=O)NCCc1ccc(OC)cc1	8%	28	-8&1	-0.4	1%	-2%	0%	-4%	335%&-5%[activator]

Bioassay records as filed in PubChem BioAssay.
